# ATXN2 expr inh = ATXN2 expression inhibition; HEK-293 ATXN2-luciferase reporter, luminescence, 24 h; Potency, µM (series often up to 57 µM), for the others: top-dose activity change, negative = inhibition, most hits filed as inhibitors; 0.72% of 360,000 active; AID 1745845; note: potency is the fitted concentration of half-maximal effect; % is set by controls: 0 for no effect and ±100 for the full control effect; nearly all actives have a fitted effect of over 55% in size
#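 qHTS (up to 57 uM final) was run with 24 h compound exposure of reporter cells at 37 °C. Each well was multiplexed: SteadyGlo luminescence measured ATXN2-luciferase expression after a fluorogenic Gly-Phe-AFC viability readout (25 uM final).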
# KB-V1 cytotox = kills drug-selected multidrug resistant KB-V1 cells | 3.4% of 400,000 active | KB-V1 MDR cells viability, CellTiter-Glo, 72 h | Potency, µM (series often up to 46.1 µM), without a hit: top-dose activity change, negative = cytotoxicity, hits mostly cytotoxic; note: potency is the fitted concentration of half-maximal effect; % is set by controls: 0 for no effect and ±100 for the full control effect; nearly all actives have a fitted effect of over 60% in size
#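 In this primary screen, KB-V1 cells overexpressing P-gp are incubated with library compounds (lowest to highest concentration) for 72 h at 37 degrees C before a luminescent ATP viability read.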
# SW480 rerep = DNA re-replication induction in SW480 cells; AID 624297; Potency, µM (highest dose often 46.1 µM), for the others: at the top dose re-replication activation, most hits filed as activators; 1.8% of 340,000 active; SW480 DNA re-replication, Hoechst DNA content imaging, 48 h; note: potency is the fitted concentration of half-maximal effect; % of control where 0% means no effect; nearly all actives have a fitted effect of over 55% in size
#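 250 cells/well; 23 nL cpd via pin tool; 48 hr, 37 C, 5% CO2; Hoechst 40 min; imager read of total nuclear intensity, ex 405/em 500-530 nm.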
# IL1B secr inh = inhibitors of inflammasome signaling (IL-1 beta secretion); THP-1 LPS/ATP IL-1B secretion, AlphaLISA, 16 h; active compounds read low; activity change, % at 57.5 µM; 4.7% of 360,000 active; in the data active = activity change below about -50%; inconclusive = mostly about -30% to -49%; note: % is set by controls: 0 for no effect and ±100 for the full control effect
#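 THP-1 cells pretreated 1 hr with compounds (up to 57.5 uM final), then stimulated with LPS (250 ng/mL final) plus ATP (1.25 mM final); secreted IL-1B measured by AlphaLISA after 16 hr, decreased signal indicating inhibition.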
# HT1080NT lethal = kills 2HG-producing HT-1080-NT fibrosarcoma cells; HT-1080-NT fibrosarcoma viability, CellTiter-Glo ATP luminescence, 48 h; Potency, µM (titrated, usually from 46.1 µM), without a hit: top-dose activity, negative = less viability, actives largely listed as cytotoxic; 1.6% of 360,000 active; AID 686970;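 note: NT is the 2HG producing partner of a matched IDH1 knockdown line; potency is the fitted concentration of half-maximal effect; 0% = DMSO-treated cells and -100% = media-only wells without cells; nearly all actives have a fitted effect of over 55% in size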
#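 Luminescent CellTiter-Glo readout after 48 hours of compound exposure at 37 degrees C defined viability of HT-1080-NT cells. Activity was normalized to DMSO wells and cell-free media wells; concentration-response curves were fitted and assigned curve classes.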
# KB-3-1 cytotox = kills parental KB-3-1 adenocarcinoma cells | KB-3-1 viability, CellTiter-Glo ATP luminescence, 72 h | Potency, µM (top dose mostly 46.1 µM), inactives show top-dose activity change, negative = cytotoxic, hits mostly cytotoxic | 1.4% of 400,000 active; note: potency is the fitted concentration of half-maximal effect; % is set by controls: 0 for no effect and ±100 for the full control effect; nearly all actives have a fitted effect of over 60% in size
#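 Cells are dispensed, compounds pinned in, plates held at 37 °C for 72 h, then CellTiter-Glo is added and luminescence read after 10 minutes. Cell line: parental KB-3-1 in phenol-red-free DMEM, 10% FBS.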
# HT1080 IDH1KD tx = HT-1080 IDH1 knockdown cell toxicity (counter line); Potency, µM (highest dose often 46.1 µM), for inactives: at the top dose activity, negative = toxicity, hits mostly cytotoxic; AID 686971; 2% of 360,000 active; HT-1080 IDH1 knockdown viability, ATP luminescence, 48 h;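 note: potency is the fitted concentration of half-maximal effect; 0% = DMSO wells and -100% = cell-free medium wells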
#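 Using the IDH1-knockdown HT-1080 line run in the same batch and compound series as the NT line, viability after 48 h at 37 °C was determined by CellTiter-Glo luminescence and expressed as % activity.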
# MCF10A rereplic = inducers of DNA re-replication in MCF 10A breast cells; 2.9% of 350,000 active; AID 624296; Potency, µM (doses to about 46.1 µM), inactives show at the highest dose activity, positive = re-replication, hits mostly activators; MCF 10A DNA re-replication, Hoechst nuclear intensity, 48 h; note: potency is the fitted concentration of half-maximal effect; % of control where 0% means no effect; nearly all actives have a fitted effect of over 50% in size
# WRN inhibitor = blocks human WRN helicase; Potency, µM (doses to about 114 µM), inactives show at the highest dose activity change, negative = inhibition, most hits filed as inhibitors; 0.46% of 360,000 active; AID 651768; WRN helicase unwinding, fluorescent forked duplex, kinetic; note: potency is the fitted concentration of half-maximal effect; % is set by controls: 0 for no effect and ±100 for the full control effect; nearly all actives have a fitted effect of over 55% in size
# Target sequence (Q14191 whole entry, looked up): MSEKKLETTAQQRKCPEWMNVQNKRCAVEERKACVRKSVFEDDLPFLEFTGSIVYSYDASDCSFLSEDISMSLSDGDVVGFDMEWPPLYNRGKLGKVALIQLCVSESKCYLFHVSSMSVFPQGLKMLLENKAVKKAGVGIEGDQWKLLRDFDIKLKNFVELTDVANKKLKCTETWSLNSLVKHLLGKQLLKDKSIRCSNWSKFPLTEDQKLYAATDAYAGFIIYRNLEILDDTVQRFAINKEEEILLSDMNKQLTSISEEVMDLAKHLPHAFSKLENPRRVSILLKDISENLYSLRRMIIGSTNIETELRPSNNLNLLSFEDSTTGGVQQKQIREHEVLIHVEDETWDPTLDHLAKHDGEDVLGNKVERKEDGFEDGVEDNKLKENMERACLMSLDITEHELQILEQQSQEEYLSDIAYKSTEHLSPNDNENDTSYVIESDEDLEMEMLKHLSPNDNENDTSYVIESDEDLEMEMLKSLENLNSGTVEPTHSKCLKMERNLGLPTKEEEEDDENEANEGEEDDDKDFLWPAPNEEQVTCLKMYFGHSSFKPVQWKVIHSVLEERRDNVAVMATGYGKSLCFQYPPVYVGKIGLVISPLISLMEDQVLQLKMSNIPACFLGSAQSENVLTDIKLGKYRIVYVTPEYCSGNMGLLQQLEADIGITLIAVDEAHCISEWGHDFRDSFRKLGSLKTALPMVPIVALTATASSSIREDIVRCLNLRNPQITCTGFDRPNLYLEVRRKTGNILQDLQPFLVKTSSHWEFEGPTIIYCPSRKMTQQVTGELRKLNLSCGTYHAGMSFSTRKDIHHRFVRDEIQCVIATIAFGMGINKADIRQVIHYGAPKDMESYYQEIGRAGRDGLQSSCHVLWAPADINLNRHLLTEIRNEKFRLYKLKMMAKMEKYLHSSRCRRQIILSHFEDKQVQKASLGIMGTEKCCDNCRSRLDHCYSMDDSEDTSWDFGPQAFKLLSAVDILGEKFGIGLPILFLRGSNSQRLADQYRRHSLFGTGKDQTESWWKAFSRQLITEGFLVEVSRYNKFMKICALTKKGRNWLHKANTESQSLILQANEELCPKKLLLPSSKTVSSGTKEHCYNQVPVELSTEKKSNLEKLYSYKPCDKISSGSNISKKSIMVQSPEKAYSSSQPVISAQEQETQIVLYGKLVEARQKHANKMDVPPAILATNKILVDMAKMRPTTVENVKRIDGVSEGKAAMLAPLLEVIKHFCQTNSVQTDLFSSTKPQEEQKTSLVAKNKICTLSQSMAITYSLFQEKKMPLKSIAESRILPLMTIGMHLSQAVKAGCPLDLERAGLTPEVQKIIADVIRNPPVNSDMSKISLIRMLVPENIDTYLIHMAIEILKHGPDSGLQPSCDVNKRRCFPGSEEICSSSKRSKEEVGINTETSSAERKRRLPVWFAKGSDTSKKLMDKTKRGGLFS
#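 Kinetic red-fluorescence monitoring (525/598 nm) tracks WRN helicase activity after 100 nM fluorophore-quencher forked duplex and 2 mM ATP are added to 20 nM enzyme pretreated 15 min at room temperature with compound.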
# Active calls of the source: *; ? = inconclusive; · = not tested or not shown; & = joins results of further samples; [ ] = another dose, or the depositor's remark. Unless noted, calls come from the whole dose curve; as a rule, active = well fitted curve in the direction sought with a large enough effect; inconclusive = small, poorly fitted or top-dose-only effect, or another doubt; inactive = no such curve, though single readings can be large; an effect the other way counts as inactive or inconclusive.
SMILES	ATXN2 expr inh	KB-V1 cytotox	SW480 rerep	IL1B secr inh	HT1080NT lethal	KB-3-1 cytotox	HT1080 IDH1KD tx	MCF10A rereplic	WRN inhibitor
COc1ccc(N(CC(=O)NCc2ccco2)S(=O)(=O)c2ccc(C)cc2)cc1	-11%	?	?	0	-2%	9%	3%	?	-9%
COC(=O)CCC(=O)Nc1ccc(C)cc1OC(=O)CCC(=O)OC	-10%	23%	-5%	14	9%	1%	3%	1%	-7%
O=C(c1ccncc1)N(Cc1ccco1)Cc1cc2ccccc2[nH]c1=O	5%	7%	0%	-2	1%	12%	18%	-48%[0.0737 µM]	-2%
CCOC(=O)c1c(N2C(=O)Nc3ccccc3N2O)sc2c1CCCCC2	·	0%	-5%	-16	-1%	5%	5%	-2%	-26%
N#Cc1ccc(-c2nc3ccccc3c(=O)n2O)cc1	·	-14%	-19%	-1	-19%	-15%	-6%	10%	0%
O=C(Nc1cccc(Cl)c1)NC1CCS(=O)(=O)C1 (centres undefined)	12%	-2%	-3%	3	7%	11%	20%	-1%	-4%
Cc1ccc(-c2nnn(CC(=O)N(Cc3cccs3)C(C(=O)NC(C)(C)C)c3ccc(C)o3)n2)o1 (centres undefined)	-8%	-22%	-3%	-3	3%	6%	-3%	4%	4%
CCCCOC(=O)C1=C(C)Nc2ncnn2C1c1cc(OC)c(OC)cc1OC (centres undefined)	3%	?	-3%	0	-1%	22%	1%	-1%	-3%
CC(C)CN(C(=O)c1cccc(Cl)c1)c1c(N)n(Cc2ccccc2)c(=O)[nH]c1=O	-4%	2%	-22%	-12	1%	-3%	-3%	-8%	4%
COc1ccccc1-c1c(C)oc2c(CN3CCCCC3C)c(O)ccc2c1=O (centres undefined)	-10%	23%	-3%	17	9%	-5%	10%	0%	5%
OC[C@@H]1CN(Cc2ccccc2)C[C@H](n2cnc3c(NCc4ccc(F)cc4)ncnc32)O1	32%	?	·	21	-15%	1%	6%	·	10%[57.1 µM]
c1ccc2c(Nc3nc(-c4ccncc4)nc4ccccc34)cccc2c1	-23%	-4%	29µM*	·	?	-4%	?	23µM*	-12%
COc1ccc(CNC(=O)CSc2nc(C)cs2)cc1	-35%	6%	0%	23	20%	9%	10%	-1%	7%[57.1 µM]
CC(C)C[C@H](NC(=O)c1nc[nH]c1C(=O)NCC(=O)OCc1ccccc1)C(=O)OC(C)(C)C	-13%	0%	1%	-25	0%	16%	4%	-14%	-11%
CC(=O)c1ccc(NC(=S)NC(=O)/C=C/c2ccc(F)cc2)cc1	10%	3%	1%	-12	10%	5%	18%	-14%	0%[57.1 µM]
CCN(CC)C(C(=O)Nc1ccc(C(C)C)cc1)c1ccc2c(c1)OCO2 (centres undefined)	-2%	?	?	-4	?	?	?	0%	3%
O=S1(=O)CC(O)C(NCCO)C1 (centres undefined)	-35%	2%	-31%	4	23%	9%	20%	-19%	3%
CCOC(=O)C1CCCN(C(=O)c2ccc(C)c(S(=O)(=O)N3CCCCC3)c2)C1 (centres undefined)	-15%	-27%	6%	4	-6%	-3%	-16%	27%	2%
COC(=O)C[n+]1cccc2ccccc21	2%	-12%	0%	4	-8%	-1%	-4%	-33%[inhibitor]	-9%
Cc1ccnc(NC(=O)c2ccc(S(=O)(=O)N3CCCCC3)cc2)c1	12%	0%	3%	-20	20%	14%	13%	3%	-4%
COCCNC(=S)N(CCc1c(C)[nH]c2ccc(C)cc12)Cc1cccnc1	-13%	-12%	-11%	-23	-2%	3%	-3%	-8%	4%
CCC(=O)Nc1nc2ccc(NC(=O)c3cc(OC)c(OC)c(OC)c3)cc2s1	-13%	-14%	-2%	-52*	-26%	23%	-16%	?	2%
COc1ccc(S(=O)(=O)N2CCC(C(=O)NCCCc3ccccc3)CC2)cc1	3%	-11%	-2%	-22	-14%	2%	2%	1%	-13%
Cc1cccc2c(N=O)c(O)[nH]c12	1%	2%	?	?	-10%	-5%	-2%	-1%	-11%
O=C(CNC(=O)c1cccs1)NCC(=O)OCc1cccc(Cl)c1	-3%	7%	-2%	9	2%	12%	0%	-6%	0%

# As entered above.
# Result of COCCNC(=S)N(CCc1c(C)[nH]c2ccc(C)cc12)Cc1cccnc1 under MCF10A rereplic: -8%
# Result of COC(=O)CCC(=O)Nc1ccc(C)cc1OC(=O)CCC(=O)OC under HT1080 IDH1KD tx: 3%

# Carrying on:
SMILES	ATXN2 expr inh	KB-V1 cytotox	SW480 rerep	IL1B secr inh	HT1080NT lethal	KB-3-1 cytotox	HT1080 IDH1KD tx	MCF10A rereplic	WRN inhibitor
O=C(CSc1ncc(-c2ccc(F)cc2)[nH]1)N1CCCCC1	39%[activator]	9%	-7%	-20	6%	-3%	7%	7%	0%
CCOC(=O)c1ccc(S(=O)(=O)Nc2ccccc2-c2nnn(CC)n2)cc1	-9%	16µM*	1%	-16	5%	2%	4%	4%	-6%
O=C(Nc1ccc2c(c1)OCO2)C1CCCN1C(=O)OCc1ccccc1 (centres undefined)	-9%	-3%	-3%	5	-4%	4%	1%	4%	-6%
Cc1ccc(S(=O)(=O)N2CCOCC2)cc1NC(=O)COC(=O)C1COc2ccccc2O1 (centres undefined)	2%	0%	1%	-3	12%	16%	13%	-1%	-8%
Cc1csc(CNC(=O)CC2C(=O)NCCN2Cc2ccc(F)cc2Cl)n1 (centres undefined)	4%	-4%	1%	-2	2%	-2%	0%	5%	-35%
CCOC(=O)N1CCN(S(=O)(=O)c2ccc(OC)c(Br)c2)CC1	·	-19%	10%	-3	-2%	1%	1%	28%	2%
COc1ccc(C(=O)NC=C2C(=O)OC(C)(C)OC2=O)cc1	28%	2%	?	31	9%	30%	-1%	-49%[inhibitor]	-13%
N#Cc1c(N)nc(N)nc1Nc1ccc(Br)cc1	102%[activator]	13µM*	3%	5	-3%	?	1%	4%	-3%
CCOC(=O)c1cc(-c2ccccc2)nn1CC1CC(c2cccnc2)=NO1 (centres undefined)	11%	0%	2%	17	13%	6%	9%	0%	3%
CC1CCN(C(=O)C2CCN(S(=O)(=O)c3cc(Cl)ccc3Cl)CC2)CC1	-3%	?	8%	-66*	3%	-2%	-1%	-6%	-3%
COc1ccc(C(=O)N(C)CCCC2CCCC2)cc1OC1CCN(C(C)=O)CC1	-11%	·	0%	2	0%	·	-5%	5%	-25%
Cc1ccc(CCN2CC(C(=O)NCCCN3CCN(C)CC3)CC2=O)cc1 (centres undefined)	4%	0%	-6%	0	16%	-4%	6%	-5%	3%
CC(=O)CC(=O)NC(=NC1CCCCC1)Nc1nc(C)cc(C)n1	-7%	?	?	-7	-3%	5%	-12%	?	-2%
CCN(CC)S(=O)(=O)c1ccc2oc(C(=O)NCCN3CCOCC3)c(C)c2c1	-7%	?	-1%	34	11%	13%	13%	-3%	7%
O=C1CC(N2CCN(c3cccc(C(F)(F)F)c3)CC2)C(=O)N1c1ccc(F)cc1 (centres undefined)	1%	-16%	1%	7	2%	6%	4%	12%	-5%
COc1ccc(N(CC(=O)Nc2ccccc2C(F)(F)F)C2=NC3CS(=O)(=O)CC3S2)cc1 (centres undefined)	12%	-9%	1%	-60*	-2%	?	15%	-6%	-3%
CCCCOC(=O)CSc1nc(N)c(C#N)c(-c2ccc(OC)cc2)c1C#N	-14%	26%	-7%	-28	4%	5%	3%	-4%	-10%
Cc1ccc(-c2csc(N3C(=N)SCC3=O)n2)cc1	20%	-21%	-6%	23	24%	7%	?	-2%	-28%
CC(=O)Nc1ccc(NC(=O)CSCc2ccccc2Cl)cc1	29%	1%	?	-2	-1%	3%	2%	9%	-11%
CC(C(=O)NC(C)(C)C)N(Cc1cccs1)C(=O)CCN1CCc2ccccc21 (centres undefined)	·	?	2%	20	-15%	-23%	-21%	4%	-1%
Cc1ccc(N(Cc2cc3cccc(C)c3[nH]c2=O)S(=O)(=O)c2ccccc2)c(C)c1	1%	-4%	-1%	?	1%	4%	5%	1%	-6%
CC(C)(C)c1ccc(CS(=O)(=O)CC(O)CN2CCCC2=O)cc1 (centres undefined)	-23%	15%	5%	-12	-7%	-2%	-4%	2%	2%
COc1cccc(OC)c1C(=O)Nc1ccc(CN2CCOCC2)cc1	1%	0%	1%	8	2%	-8%	11%	-2%	-16%
CCc1nnc(NC(=O)c2ccc(S(=O)(=O)N3CCCC(C)C3)cc2)s1 (centres undefined)	4%	5%	-41%[inhibitor]	15	0%	7%	2%	-1%	1%[57.1 µM]
COc1ccc(C(CNC(=O)c2oc3cc(C)c(C)cc3c2C)N2CCCCC2)cc1 (centres undefined)	1%&-7%	-2%&0%	-21%	12	16%	-2%&6%	7%	-4%	3%

# The closing 2 records of the part before open the next one.
SMILES	ATXN2 expr inh	KB-V1 cytotox	SW480 rerep	IL1B secr inh	HT1080NT lethal	KB-3-1 cytotox	HT1080 IDH1KD tx	MCF10A rereplic	WRN inhibitor
CCc1nnc(NC(=O)c2ccc(S(=O)(=O)N3CCCC(C)C3)cc2)s1 (centres undefined)	4%	5%	-41%[inhibitor]	15	0%	7%	2%	-1%	1%[57.1 µM]
COc1ccc(C(CNC(=O)c2oc3cc(C)c(C)cc3c2C)N2CCCCC2)cc1 (centres undefined)	1%&-7%	-2%&0%	-21%	12	16%	-2%&6%	7%	-4%	3%
COc1cc(/C=C/C(=O)O)cc(S(=O)(=O)Nc2ccccc2SC)c1OC	-2%	-5%	-4%	29	5%	4%	10%	-2%	1%
COc1ccc(S(=O)(=O)N2CCCC2)cc1C(=O)N1CCOCC1	2%	0%	0%	11	-4%	-2%	0%	-10%	5%
CC1CCCC(C)N1C(=O)CSc1nnc(-c2ccco2)n1C (centres undefined)	1%	-5%	-6%	-16	9%	3%	0%	2%	-3%
Nn1c(-c2ccccc2Cl)nnc1-c1ccccc1Cl	59%[activator]	1%	29%	?	12%	0%	7%	25%	1%
